Compound activity as filed in PubChem BioAssay.
HCV inh: qHTS Assay for Inhibitors of Hepatitis C Virus (HCV); actives 3.4% (n = 340,000); Huh7.5.1 HCVcc-Cre infection, luciferase reporter, 44 h; Potency, µM (titrated, usually from 41.8 µM), for the others: top-dose activity change, negative = inhibition, usual class: inhibitors; AID 651820, 2012
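Whole-lifecycle infectious HCVcc-Cre system; cells 1,000/well, compound then virus (~0.5 moi) added 4 h after plating, 44 h culture. Luciferase read 15 sec following 15 min substrate incubation, room temp.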
Pf growth 96h: Primary qHTS for delayed death inhibitors of the malarial parasite plastid, 96 hour incubation; actives 6.9% (n = 320,000); Potency, µM (series often up to 28.7 µM), for the others: top-dose activity change, negative = inhibition, hits mostly inhibitors; P. falciparum luciferase reporter growth, 96 h; AID 504834, 2011
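P. falciparum expressing integrated firefly luciferase grown in erythrocytes (2% hematocrit, 0.05% parasitemia final) with compounds for 96 hours at 37 C, 5% CO2. Growth inhibition read as loss of luminescence after adding luciferase detection reagent.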
Pf growth 48h: Primary qHTS for delayed death inhibitors of the malarial parasite plastid, 48 hour incubation; actives 5.9% (n = 310,000); AID 504832, 2011; P. falciparum luciferase growth in erythrocytes, 48 h; Potency, µM (highest dose often 28.7 µM), inactives show top-dose activity change, negative = inhibition, actives largely listed as inhibitors
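Luciferase-expressing parasites in RBCs, 2% Hct / 0.1% parasitemia final; RPMI 1640 + 0.5% Albumax; 37 C, 5% CO2, one generation; luminescence read-out, lower signal = inhibition.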
LmPK inhibitor: qHTS Assay for Inhibitors of Leishmania Mexicana Pyruvate Kinase (LmPK); purified LmPK, Kinase-Glo ATP luminescence, 1 h; Q27686; actives 0.37% (n = 290,000); Potency, µM (doses to about 57.5 µM), for the others: top-dose activity change, negative = inhibition, usual class: inhibitors
Target sequence (Q27686 whole entry, looked up): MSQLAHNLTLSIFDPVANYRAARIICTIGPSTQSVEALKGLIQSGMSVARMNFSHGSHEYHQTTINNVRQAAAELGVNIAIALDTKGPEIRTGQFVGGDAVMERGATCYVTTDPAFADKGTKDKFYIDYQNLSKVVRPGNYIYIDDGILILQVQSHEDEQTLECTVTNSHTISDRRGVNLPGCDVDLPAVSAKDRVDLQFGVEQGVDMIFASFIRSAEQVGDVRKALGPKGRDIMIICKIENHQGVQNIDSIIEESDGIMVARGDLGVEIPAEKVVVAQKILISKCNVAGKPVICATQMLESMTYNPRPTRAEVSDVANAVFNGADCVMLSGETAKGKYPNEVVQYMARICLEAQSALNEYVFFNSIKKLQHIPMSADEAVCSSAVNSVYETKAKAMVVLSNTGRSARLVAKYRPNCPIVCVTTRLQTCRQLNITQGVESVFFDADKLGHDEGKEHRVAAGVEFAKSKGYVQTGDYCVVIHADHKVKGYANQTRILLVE
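Purified LmPK (0.1 nM) converted ADP (0.1 mM) to ATP with PEP (0.5 mM) in imidazole buffer pH 7.2 with KCl and MgCl2, 1 h at room temperature. ATP was read by Kinase-Glo luminescence; data normalized to uninhibited and no-enzyme controls.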
Sm TGR block: qHTS Assay for the Inhibitors of Schistosoma Mansoni Peroxiredoxins; actives 3% (n = 360,000); Schistosoma mansoni thioredoxin glutathione reductase (TGR), Q962Y6; AID 485364, 2010; Potency, µM (highest dose often 114 µM), for inactives: top-dose activity change, negative = inhibition, usual class: inhibitors; purified TGR, DTNB reduction, TNB absorbance 405 nm; further: nearly all actives have a fitted effect of over 60% in size
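TGR 20 nM + NADPH 100 uM (dispensed conc.), cpd preinc 15 min RT; start with NADPH (500 uM addition) then DTNB (15 mM addition). Kinetic TNB absorbance, 405 nm filter. Four-parameter Hill fit across titration.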
Tb PYK inh: qHTS of Trypanosoma Brucei Inhibitors. TbPYK enzyme, Kinase-Glo Plus ATP luminescence, 45 min. AID 624173, 2012. Potency, µM (titrated, usually from 76.8 µM), for inactives: at the highest dose activity, negative = inhibition, actives largely listed as inhibitors. actives 0.12% (n = 410,000). pyruvate kinase (Trypanosoma brucei), Q57TT1; further: nearly all actives have a fitted effect of over 50% in size
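Readout: single end-point luminescence (Kinase-Glo Plus, 10 min). Reaction conditions were TbPYK/substrate plus 130 uM ADP, 45 min at RT, pH 7.2 TEA buffer. No-enzyme wells served as controls, and data were normalized before concentration-response fitting.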
Active calls of the source: *; ? = inconclusive; / = no result given; [ ] = another dose, or the depositor's remark. The call rests on the fitted dose curve; in most records, active means well fitted curve in the direction sought with a large enough effect; inconclusive means small, poorly fitted or top-dose-only effect, or another doubt; inactive means no such curve, though single readings can be large; an effect the other way counts as inactive or inconclusive. On the % scale 0 is the no-effect control and ±100 the full control effect; potency means the concentration at half of the fitted maximal effect.

The first 6 entries as a preview:
structure,LmPK inhibitor,Pf growth 96h,Tb PYK inh,HCV inh,Pf growth 48h,Sm TGR block
Fc1cccc(CN2CCN(C(=S)NCCc3ccccc3)CC2)c1,1%,87%[activator],0%,-28%,4%,0%
O=C(NCc1cccs1)C(=O)c1c[nH]c2ccccc12,-1%[11.5 µM],101%[activator],2%,-5%,115%[activator],-13%
O=C(/C=C/c1ccc(Cl)c([N+](=O)[O-])c1)Nc1ccc(N2CCCC2)c(Cl)c1,-2%,80%[5.75 µM],0%,-17%,?,7%
CC(=O)Nc1ccc(S(=O)(=O)Nc2nccs2)cc1,2%,?,4%,0%,-1%,0%
Cn1c(=O)c2c(nc(NCc3ccco3)n2CCc2ccccc2)n(C)c1=O,1%,?,?,?,-14%,-21%
COc1ccc(/C=N/NC(=O)c2ccc3nc[nH]c3c2)c(OC)c1,8%,13%,4%,-5%,1%,10%

The list itself, from the start:
structure,LmPK inhibitor,Pf growth 96h,Tb PYK inh,HCV inh,Pf growth 48h,Sm TGR block
Fc1cccc(CN2CCN(C(=S)NCCc3ccccc3)CC2)c1,1%,87%[activator],0%,-28%,4%,0%
O=C(NCc1cccs1)C(=O)c1c[nH]c2ccccc12,-1%[11.5 µM],101%[activator],2%,-5%,115%[activator],-13%
O=C(/C=C/c1ccc(Cl)c([N+](=O)[O-])c1)Nc1ccc(N2CCCC2)c(Cl)c1,-2%,80%[5.75 µM],0%,-17%,?,7%
CC(=O)Nc1ccc(S(=O)(=O)Nc2nccs2)cc1,2%,?,4%,0%,-1%,0%
Cn1c(=O)c2c(nc(NCc3ccco3)n2CCc2ccccc2)n(C)c1=O,1%,?,?,?,-14%,-21%
COc1ccc(/C=N/NC(=O)c2ccc3nc[nH]c3c2)c(OC)c1,8%,13%,4%,-5%,1%,10%
Cc1cc(C(=O)NNc2c(Cl)cccc2Cl)n(C(C)(C)C)n1,1%,?,-4%,-25%,?,0%
O=C(O)c1cccc(NC(=S)N/N=C/c2ccccn2)c1,5%,?,5%,-7%,149%[activator],44%[activator]

More records:
structure,LmPK inhibitor,Pf growth 96h,Tb PYK inh,HCV inh,Pf growth 48h,Sm TGR block
O=S(=O)(Cc1ccccc1Cl)NCc1ccccc1,5%[11.5 µM],?,0%,24%,24%,5%
O=S(=O)(c1cc(Cl)ccc1Cl)N1CCN(Cc2ccc3c(c2)OCO3)CC1,-2%,10µM*,-1%,-27%,/,6%
O=C(O)c1ccnc(SCC(=O)c2ccccc2)c1,-18%,-25%,-15%,6%,11%,-18%
O=C(Cn1c(=O)n(Cc2ccco2)c(=O)c2c3c(sc21)CCCCC3)Nc1ccccc1,2%,12µM*,-8%,-18%,?,10µM*
CC1CCN(C(=O)Cn2nnc(-c3ccc(C(C)C)cc3)n2)CC1,0%,?,0%,?,8%,3%
Cc1ccc(NC(=O)N2CCN(C/C=C/c3ccccc3)CC2)cc1,0%,55%[activator],4%,-29%,?,6%
O=C(CCl)Nc1ccc(N2CCCCCC2)cc1,-2%,?,-9%,?,?,/
O=C(O)CCCC(=O)N1CCN(C(c2ccccc2)c2ccccc2)CC1,14%,-24%,-4%,1%,-7%,-6%

Following part:
structure,LmPK inhibitor,Pf growth 96h,Tb PYK inh,HCV inh,Pf growth 48h,Sm TGR block
O=[N+]([O-])c1cc([N+](=O)[O-])c(Oc2ccccc2F)cc1NN1CCCCC1,2%,-26%,2%,18%,0%,0%
S=c1[nH]nc(-c2ccc(Cl)cc2Cl)n1-c1ccc2c(c1)OCCO2,?,14%,6.3µM*,7%,42%[activator],2%
CN(Cc1ccccc1)c1nc2c(c(=O)[nH]c(=O)n2C)n1Cc1ccccc1,11%,-14%,1%,-11%,?,0%
CC#CCCCC(=O)Nc1cccc(C(=O)O)c1,2%,10µM*,-2%,3%,143%[activator],-35%
CN(Cc1ccco1)c1ncnc2ccc(-c3ccoc3)cc12,/,?,-17%,/,?,20µM*
COc1ccc(Nc2cc(C)nc3nc(C)nn23)c(OC)c1,-1%,68%[activator],-1%,10%,-10%,4%
Cc1cc(C(=O)NCCCC(=O)O)c(C)o1,0%,/,/,11%,10%,-6%
O=C(/C=N/O)NCc1cccnc1,5%,-7%,5%,13%,29%,14%

More results
structure,LmPK inhibitor,Pf growth 96h,Tb PYK inh,HCV inh,Pf growth 48h,Sm TGR block
Cc1nc2nc(SCC(=O)N3CCOCC3)nn2c(C)c1Cc1ccccc1,4%,?,7%,1%,-13%,3%
COc1ccc(-c2csc(Nc3ccccc3)n2)cc1,-6%,52%[activator],3%,14µM*,55%[activator],-4%
CCOC(=O)c1ccc(N2CCOCC2)c(NC(=O)c2c(-c3ccccc3)noc2C)c1,4%,?,0%,?,13µM*,33%
COc1ccc2cc3cc(C(=O)Nc4ccc5c(c4)OCO5)oc3nc2c1,3%,?,3%,-19%,?,-13%
O=C(/C=C/c1ccccc1Cl)c1ccccc(=O)c1O,-1%,3.7µM*,-10%,?,5.2µM*,4.5µM*
Cc1cccc(NC(=S)NC(=O)c2cc(-c3ccccc3)nc3ccccc23)c1,-2%,11%,0%,1%,-18%,11%
C[C@@]12C(=O)Nc3cc(F)ccc3C(=O)N1[C@H]1c3ccccc3OC[C@@H]1[C@@H]2c1ccccc1,/,?,-2%,?,?,4%
Cc1cc(-c2n[nH]c(=S)n2/N=C/c2sccc2C)n[nH]1,-14%,10%,7.1µM*,26%,13%,-16%

Carrying on:
structure,LmPK inhibitor,Pf growth 96h,Tb PYK inh,HCV inh,Pf growth 48h,Sm TGR block
Nc1cc(S(=O)(=O)N2CCCCC2)ccc1Oc1ccccc1,-3%,23%,-1%,?,8%,9%
Cc1ccc(SC(C)C(=O)N2CCC(C(N)=O)CC2)cc1 (centres undefined),0%,?,4%,13%,15%,3%[57.1 µM]
CC(=O)Nc1ccc(S(=O)(=O)NCCSCc2ccccc2Cl)cc1,2%,28%,1%,?,-3%,6%
COc1ccc(OC)c(C(C)NC(=O)Nc2cccc(C(C)=O)c2)c1 (centres undefined),-3%,0%,0%,-18%,6%,6%
COc1ccccc1CNC(=O)COc1ccc(S(=O)(=O)N2CCOCC2)cc1C,9%,-1%,3%,0%,0%,-3%
COc1ccc(CC(=O)c2ccc(O)cc2O)cc1,1%,-42%,7%,2%,85%[activator],8%
COc1cccc(CNC(=O)CCC(=O)N2C[C@H]3C[C@H](C2)c2cccc(=O)n2C3)c1OC,-8%,52%[activator],-2%,24%,-1%,7%
Cc1cc(C)n2nc(C(=O)OCC(=O)NCc3ccccc3)nc2n1,/,-23%,-9%,2%,-9%,-3%

(further entries)
structure,LmPK inhibitor,Pf growth 96h,Tb PYK inh,HCV inh,Pf growth 48h,Sm TGR block
Cc1cc(-c2nn(C)c(=O)c3ccccc23)cc(C)c1O,-6%,1%,-4%,-23%,-19%,-4%
O=C1COc2ccc(S(=O)(=O)Nc3cccc(Cl)c3)cc2N1,-7%,-13%,-10%,12%,11%,-24%
CCCSc1nc2c(c(=O)n(C)c(=O)n2C)n1C,1%,?,1%,0%,90%[activator],11%
COc1cc2nc(CCc3ccccc3)oc(=O)c2cc1OC,-1%,-20%,0%,-12%,-24%,-6%
Cc1onc(-c2c(Cl)cccc2Cl)c1C(=O)NC1CCCCC1,-5%,1%,0%,13µM*,-26%,-3%
CCn1c(SCC(=O)N2CCOCC2)nc2c(c1=O)SC(C)C2 (centres undefined),-10%,2.1µM*,0%,1%,-20%,3%
CCOc1cc(C2NC(=O)NC(C)=C2C(=O)OCC2CCCCC2)ccc1O (centres undefined),0%,1%,1%,-29%,?,7%
CC(NC(=O)c1ccc2ccccc2n1)c1ccccc1 (centres undefined),1%,?,-10%,-9%,?,-31%

(next part)
structure,LmPK inhibitor,Pf growth 96h,Tb PYK inh,HCV inh,Pf growth 48h,Sm TGR block
COC(=O)c1ccccc1NC(=O)CN1CCN(C(=O)c2ccco2)CC1,1%,/,-1%,11%,?,-14%
Cc1ccc(Cn2c(=O)sc3ccccc3c2=O)cc1,6%,13%,1%,-12%,19%,0%
CN1CCN(C(=O)c2ccc3ccccc3c2)CC1,-2%,2%,-4%,20%,22%,?
COc1ccc(N(C(=O)CNC(=O)c2cccs2)C(C(=O)NCC2CCCO2)c2ccccc2)cc1OC (centres undefined),10%,-103%,-15%,-4%,35%[activator],-7%
COc1ccc(S(=O)(=O)N2CN3CCN(C3)C2)cc1OC,1%,9%,-9%,15%,-5%,-6%
Cc1ccc(S(=O)(=O)Nc2ncnc3sccc23)cc1C,/,2%,1%,28%,-8%,-14%
Cc1ccc(NC(=O)C(C)[n+]2ccccc2)cc1[N+](=O)[O-] (centres undefined),2%,19%,-3%,-4%,-11%,7%
CCCn1c(SCC(=O)N2CCN(S(=O)(=O)c3ccc(Cl)cc3)CC2)n[nH]c1=O,2%,?,-3%,-11%,10µM*,4%

Looked up by compound from above (three):
structure,LmPK inhibitor,Pf growth 96h,Tb PYK inh,HCV inh,Pf growth 48h,Sm TGR block
CCCn1c(SCC(=O)N2CCN(S(=O)(=O)c3ccc(Cl)cc3)CC2)n[nH]c1=O,2%,?,-3%,-11%,10µM*,4%
Cc1ccc(S(=O)(=O)Nc2ncnc3sccc23)cc1C,/,2%,1%,28%,-8%,-14%
Cc1ccc(NC(=O)C(C)[n+]2ccccc2)cc1[N+](=O)[O-] (centres undefined),2%,19%,-3%,-4%,-11%,7%

Following part:
structure,LmPK inhibitor,Pf growth 96h,Tb PYK inh,HCV inh,Pf growth 48h,Sm TGR block
C=CCn1c(CSCc2ccccc2)nnc1SCC(=O)NCc1ccccc1,-4%,?,-5%,12%,-27%,6%
COC(=O)C(CCSC)NC(=O)CNS(=O)(=O)c1ccc(F)cc1 (centres undefined),-2%,75%[activator],3%,15%,38%[activator],-19%
Cc1cc(/C=N/n2c(COc3ccccc3)nc3ccccc3c2=O)c(O)c([N+](=O)[O-])c1,-15%,0%,-7%,?,0%,-5%
CN1CCN(CCCOc2ccc(-c3ccccc3)cc2)CC1,4%,-7%,3%,2.8µM*,?,0%
COc1ccc(-n2c(C)ccc2-c2ccccc2)cn1,2%,?,-5%,-20%,?,?
CC(OC(=O)CN1C(=O)C2CC=CCC2C1=O)C(=O)Nc1ccc(F)cc1Cl (centres undefined),-1%,37%[activator],-2%,2%,16%,0%
O=C(COc1cccc(-n2cnnn2)c1)NCCC1=CCCCC1,0%,10µM*,3%,-11%,1%,-13%
CCN(CC)CC(=O)Nc1ccccc1SCC(=O)Nc1ccsc1C(=O)OC,1%,?,-5%,?,?,-1%

(further entries)
structure,LmPK inhibitor,Pf growth 96h,Tb PYK inh,HCV inh,Pf growth 48h,Sm TGR block
CCCCOc1ccc(C2C(=O)N(C3CCCCC3)CC(=O)N2CC2CCCO2)cc1 (centres undefined),2%,?,-6%,-16%,?,-1%
CCC(=O)N=c1sc2c(C)cc(C)cc2n1CC(=O)OC,2%,63%[activator],6%,?,/,-3%
O=c1c2ccccc2c(-c2ccccc2)nn1-c1cc(Cl)cc(Cl)c1,-5%,?,2%,19%,?,0%
CCCCCCOc1ccc(N2C(=O)CC(N(CCc3ccc(S(N)(=O)=O)cc3)C(C)=O)C2=O)cc1 (centres undefined),1%,/,-1%,13%,?,/
CCOC(=O)Cn1cnc2c(cnn2-c2ccc(OC)cc2)c1=O,-5%,?,-15%,-3%,8%,-7%
CC1CCc2[nH]c3ccc(C(=O)O)cc3c2C1 (centres undefined),0%,-28%,-4%,9%,-6%,13%
